# Compound activity as filed in PubChem.
# EBNA-1 inh = blocks EBNA-1 binding to DNA. EBNA-1 DNA binding, fluorescence polarization. inhibition, % at 14.8 µM. actives 0.34% (n = 300,000); in the data active = inhibition above about 28%
# JMJD2C inh = blocks human GASC-1 demethylase activity; AID 2099; Q9H3R0; GST-JMJD2C(1-420) H3K9me3 demethylation, DELFIA europium; actives 0.069% (n = 330,000); inhibition, % at 2.35 µM;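 active = more than half of a compound's replicate wells show inhibition beyond 50%, single wells judged on their own value; inconclusive = some, but no more than half, of replicates pass 50% inhibition; inactive = no replicate passes 50% inhibition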;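 also: signal counts dimethyl H3K9 product captured on neutravidin plate; 0% = median of DMSO wells and 100% = 0.3 times that DMSO median; strong numbers were not always called active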
# Target sequence (Q9H3R0 1-420 limits assumed): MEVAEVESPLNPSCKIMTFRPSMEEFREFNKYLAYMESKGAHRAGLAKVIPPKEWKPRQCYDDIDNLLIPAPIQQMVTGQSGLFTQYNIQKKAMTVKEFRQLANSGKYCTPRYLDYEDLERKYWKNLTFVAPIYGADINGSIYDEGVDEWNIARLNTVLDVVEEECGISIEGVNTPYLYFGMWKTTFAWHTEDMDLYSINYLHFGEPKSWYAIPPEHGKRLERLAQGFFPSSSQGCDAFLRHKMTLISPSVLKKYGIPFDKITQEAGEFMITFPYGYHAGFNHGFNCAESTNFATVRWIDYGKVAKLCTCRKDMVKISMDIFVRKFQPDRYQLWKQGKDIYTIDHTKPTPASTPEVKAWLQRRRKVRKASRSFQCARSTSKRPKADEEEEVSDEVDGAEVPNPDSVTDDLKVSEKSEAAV
# PP1 inh = blocks human PP1-alpha phosphatase, a PP5 counter-screen; P62136; purified PP1alpha, OMFP fluorescence; inhibition, % at 6.7 µM; actives 0.9% (n = 320,000);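 active = inhibition above the mean inhibition of all tested compounds plus 3 SD, computed separately for each screening campaign, cut at about 15% in these data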
# Target sequence (P62136 whole entry, looked up): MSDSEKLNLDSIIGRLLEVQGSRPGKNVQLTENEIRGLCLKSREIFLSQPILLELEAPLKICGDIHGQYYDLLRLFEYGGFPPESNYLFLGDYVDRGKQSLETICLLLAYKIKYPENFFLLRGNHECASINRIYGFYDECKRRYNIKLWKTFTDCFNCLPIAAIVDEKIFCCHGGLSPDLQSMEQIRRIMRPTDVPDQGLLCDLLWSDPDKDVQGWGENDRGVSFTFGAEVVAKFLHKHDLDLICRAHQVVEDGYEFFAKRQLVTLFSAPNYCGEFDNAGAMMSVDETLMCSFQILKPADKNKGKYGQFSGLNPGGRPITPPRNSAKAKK
# HCV core dimer = blocks dimerization of HCV core protein; inhibition, % at 5 µM; actives 0.33% (n = 300,000); TR-FRET GST/Flag-core106 dimerization, 1536-well;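 active = inhibition above the mean of all tested compounds plus 3 SD, set per screening campaign, cut at about 45% in these data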
#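 Assay system: Tagged HCV core106 pair (GST and Flag) | Buffer or medium: KF-containing HEPES buffer, pH 7.45, DTT, CHAPS, BSA | Also added: Eu donor and XL665 acceptor anti-tag antibodies | Dosing: One concentration, 5 µM, in 0.5% DMSO | Timing: 4 h at 22.5 °C | Technique: TR-FRET 671 and 617 nm emission | Repeats: Singlicate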
# ZTA DNA inh = ZTA (EBV) inhibition in EBNA-1 counter-screen. P03206. ZTA-DNA binding, fluorescence polarization. inhibition, % at 11 µM. actives 0.15% (n = 320,000). AID 2234; in the data active = inhibition above about 33%
# Target sequence (P03206 whole entry, looked up): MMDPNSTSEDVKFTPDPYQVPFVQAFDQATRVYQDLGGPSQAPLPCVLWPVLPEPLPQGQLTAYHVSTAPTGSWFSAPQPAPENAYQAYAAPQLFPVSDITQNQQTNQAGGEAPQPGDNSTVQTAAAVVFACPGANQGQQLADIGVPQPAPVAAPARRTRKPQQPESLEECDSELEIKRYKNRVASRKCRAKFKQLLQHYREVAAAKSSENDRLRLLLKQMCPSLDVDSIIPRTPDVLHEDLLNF
# CR mimetic SO = lowers age-related superoxide in aged yeast cells. S. cerevisiae aged cells, superoxide DHE fluorescence; active compounds read low. superoxide response (% of plate mean), % at 10 µM. actives 0.18% (n = 330,000);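 active = superoxide response under a set limit, about three screen SD below normal, cut at about 65% in these data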;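 also: yeast aged for seven days with compound at 30 °C before DHE staining; 100% = average MFI of all compound-treated wells on the plate with controls excluded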
# TPT1 inh = blocks Candida albicans tRNA 2'-phosphotransferase; recombinant caTPT1, FP RNA substrate dephosphorylation; inhibition, % at 5 µM; actives 0.81% (n = 300,000); AID 1962;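 active = inhibition above the mean of all tested compounds plus 3 SD, set per screening campaign, cut at about 24% in these data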;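 also: plate controls were DMSO alone for no effect and ferristatin control at 100 nM for full effect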
# PP5 primary = blocks human protein phosphatase 5 activity | P53041 | purified PP5c, OMFP substrate fluorescence | inhibition, % at 6.7 µM | actives 0.18% (n = 320,000) | AID 1987;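 active = inhibition above the campaign's mean inhibition across all tested compounds plus 3 SD, cut at about 9.5% in these data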;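 also: 0% = DMSO only and 100% = 100 µM cantharidin control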
# CTSL1 counter = blocks F. hepatica cathepsin L1 in PFM18AAP counter-screen; actives 0.49% (n = 300,000); recombinant F. hepatica cathepsin L1, Z-Leu-Arg-MCA fluorescence; inhibition, % at 5.96 µM; AID 1906;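 active = inhibition above the mean of all tested compounds plus 3 SD, set per screening campaign, cut at about 17% in these data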;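 also: 0% = plate median of test compound wells and 100% = 1 µM Z-Phe-Ala-diazomethylketone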
# An asterisk follows results filed as active; ? = inconclusive; / = no result given.
SMILES,EBNA-1 inh,JMJD2C inh,PP1 inh,HCV core dimer,ZTA DNA inh,CR mimetic SO,TPT1 inh,PP5 primary,CTSL1 counter
NC(=O)[C@@H]1CCOc2c(F)cc([N+](=O)[O-])cc2C(=O)N[C@@H](CO)C(=O)NCC(=O)N1,-17.7,4.0,-2.9,-1.5,0.2,/,-0.9,0.8,2.9
CSc1nc(-c2ccccc2)nn1S(=O)(=O)c1ccc(Cl)cc1,11.4,1.3,-2.7,-9.3,2.6,78.1,-5.0,-0.4,0.9
O=c1[nH]c(N2CCCCC2)nc2ncn(Cc3ccccc3)c12,-2.6,5.5,-4.5,-8.3,2.9,112.6,5.6,-0.3,-1.9
CC1(C)Oc2ccc3ccc(=O)oc3c2[C@@H](O)[C@H]1O,/,-8.8,-0.2,/,9.4,86.0,/,-0.4,/
COCCn1c(C)cc(C(=O)COC(=O)C23CC4CC(CC(O)(C4)C2)C3)c1C,6.0,-0.2,-0.7,-0.6,4.7,104.0,-1.2,6.9,-2.4
CCN(c1ccc(OCC(=O)OCC(=O)c2c(N)n(C)c(=O)n(C)c2=O)cc1)S(=O)(=O)c1ccccc1,7.0,-8.2,5.0,5.8,0.8,120.4,3.6,3.1,0.9
CCOc1ccc2nc(SCC(=O)Nc3ccc4[nH]c(=O)[nH]c4c3)[nH]c2c1,-1.9,?,-1.8,-5.3,3.3,106.2,-0.7,0.2,6.3
CN1C(=O)c2ccccc2Sc2ccc(C(=O)O)cc21,-1.1,1.0,-1.7,5.0,1.4,119.4,-1.2,2.9,3.1
Cc1ccc(-c2cc(C(F)F)nc(NCc3cccs3)n2)cc1,7.3,-1.9,-1.5,-1.6,-1.9,102.2,-3.5,-0.9,5.0
CN(C)S(=O)(=O)Nc1cccc(Br)c1,8.1,-9.7,-2.5,-1.8,10.1,103.8,2.1,0.7,2.4
Cc1ccc(Nc2c(-c3ccc(N4CCOCC4)cc3)nc3ncccn23)cc1,-12.8,-5.9,-4.6,-55.1,-12.9,101.8,6.4,-2.9,-2.2
Cc1cnc(NC(=O)CSc2nnc(CNc3ccc(F)cc3)n2CC2CCCO2)s1 (configuration not stated),12.9,-33.0,-0.1,2.9,-6.9,93.7,2.0,0.1,1.7
Cc1cc(C)c(NC(=O)c2ccc3c(c2)NC(=O)C(C)S3)c(C)c1 (configuration not stated),/,1.9,-4.8,/,-6.4,93.0,/,3.3,/
Cn1cnnc1SCC(=O)Nc1ccc(F)cc1F,1.6,4.1,-0.1,0.3,15.9,90.1,0.0,1.0,-1.6
Cc1c(Cc2ccccc2)c(=O)oc2c(C)c(OCC(=O)NCc3ccccn3)ccc12,-4.1,0.5,-0.5,5.9,7.8,88.9,1.9,-0.6,3.0
O=C(Nc1cccc(Oc2ccc(C(=O)O)c(C(=O)O)c2)c1)c1ccc(-c2ccccc2)cc1,5.3,-1.7,7.1,40.4,6.0,91.7,-0.8,2.0,7.5
COc1cccc(NC(=O)N2CCCC2C(=O)NCc2ccco2)c1 (configuration not stated),2.1,0.5,-0.2,-1.1,-3.2,104.4,2.3,2.4,-0.5
CCCS(=O)(=O)N1CCC(C(=O)NCc2ccco2)CC1,-7.3,5.4,5.7,-4.0,10.9,106.8,-5.3,4.2,-1.3
OCC1(Cc2cccc(Cl)c2)CCCN(Cc2cn[nH]c2C2CCCCC2)C1 (configuration not stated),-2.5,3.9,1.9,-3.0,7.5,89.9,3.3,0.5,-0.4
CSc1ccccc1OCc1cc(C(=O)NC(C)CCn2cccn2)no1 (configuration not stated),-14.0,-8.0,-2.7,4.5,-9.6,104.6,-2.7,-1.0,1.8
COc1ccc(C2(c3ccc(OC)cc3)NC(=O)N(CC(=O)NC3(C#N)CCCCC3)C2=O)cc1,/,-9.5,-4.8,/,4.7,100.0,/,1.0,/
Cc1ccccc1-c1noc(C(C)NC(=O)c2ccco2)n1 (configuration not stated),11.8,-15.9,-0.8,-3.1,-16.9,119.3,6.1,-2.4,-2.8
CCCc1nc(N)c(C#N)c(-c2cccnc2)c1CC,-1.7,5.6,0.2,-5.3,-3.6,103.1,-0.9,1.6,-0.8
CCOC(=O)Cn1c(=O)c2c(nc3n2CCS3)n(C)c1=O,7.3,-12.7,-0.1,-7.7,-2.0,101.5,-4.4,2.7,1.9
O=C(O)c1ccc(-c2ccccc2Cl)o1,1.9,18.1,0.8,-6.9,-13.4,115.9,-7.6,2.2,1.3
O=C(O)c1c(-c2ccccc2)oc2ccc(O)cc12,-11.8,7.2,-1.0,9.3,0.3,90.2,-0.9,0.0,-3.5
O=C(Cc1cccc(C(F)(F)F)c1)Nc1ccccc1,-17.2,6.3,-1.2,1.9,-15.6,116.8,-4.1,4.3,-14.5
NC(=O)CSc1oc(-c2ccc(F)cc2)nc1S(=O)(=O)c1ccccc1,13.0,-6.9,-1.5,-4.4,13.6,85.7,-0.4,-1.1,-3.3
CC(=O)Nc1cc(ON=C(C)C)cc([N+](=O)[O-])c1,-7.8,-3.4,-3.8,0.8,10.1,106.5,0.6,0.6,-0.8
N#CC1=C2SCC(O)(c3ccccc3)N2C(=O)CC1c1ccccc1F (configuration not stated),-8.3,11.4,1.4,16.0,-2.9,95.4,5.5,4.2,2.1
COc1ccc2nc(C)cc(Nc3ccc(N4CCOCC4)cc3)c2c1,1.8,0.6,2.6,-3.0,-3.8,92.3,2.2,0.4,1.6
O=C(O)/C=C(\Oc1ccccc1)C1(O)CCCCC1,-2.1,0.5,0.4,-4.3,-1.6,81.2,-2.2,-0.6,-1.7
CCOC(=O)CCSc1nc(C)c2ccccc2n1,-8.3,0.6,-0.7,10.1,5.0,106.3,-4.7,0.2,0.8
Cc1cccc(NC(=O)CC2NC3CCCCC3NC2=O)c1 (configuration not stated),3.8,119.3,-4.3,-4.8,-3.6,102.3,-3.9,-0.7,-0.3
COc1ccc(CCNC(=O)C2CCN(S(=O)(=O)c3ccc(Cl)cc3)CC2)cc1OC,7.0,4.5,-2.9,-0.7,1.4,98.8,0.4,-0.5,-0.7
O=C(Nc1ccccc1)NC1CCCc2ccccc21 (configuration not stated),14.6,10.8,-3.9,-14.4,-22.2,84.6,3.8,4.7,-4.7

# Entries of single compounds as entered above:
# O=C(Cc1cccc(C(F)(F)F)c1)Nc1ccccc1 reads EBNA-1 inh = -17.2; JMJD2C inh = 6.3; PP1 inh = -1.2; HCV core dimer = 1.9; ZTA DNA inh = -15.6; CR mimetic SO = 116.8; TPT1 inh = -4.1; PP5 primary = 4.3; CTSL1 counter = -14.5
# CCOC(=O)CCSc1nc(C)c2ccccc2n1 reads EBNA-1 inh = -8.3; JMJD2C inh = 0.6; PP1 inh = -0.7; HCV core dimer = 10.1; ZTA DNA inh = 5.0; CR mimetic SO = 106.3; TPT1 inh = -4.7; PP5 primary = 0.2; CTSL1 counter = 0.8
# O=C(O)c1c(-c2ccccc2)oc2ccc(O)cc12 reads EBNA-1 inh = -11.8; JMJD2C inh = 7.2; PP1 inh = -1.0; HCV core dimer = 9.3; ZTA DNA inh = 0.3; CR mimetic SO = 90.2; TPT1 inh = -0.9; PP5 primary = 0.0; CTSL1 counter = -3.5

# (continued)
SMILES,EBNA-1 inh,JMJD2C inh,PP1 inh,HCV core dimer,ZTA DNA inh,CR mimetic SO,TPT1 inh,PP5 primary,CTSL1 counter
NS(=O)(=O)c1ccc(CCNC(=O)COC(=O)CN2C(=O)C3CCCCC3C2=O)cc1 (configuration not stated),4.3,3.9,-0.7,1.4,10.5,96.3,-2.5,-0.8,2.1
CCCC(=O)NC(c1ccc(OC)cc1)c1ccc2cccnc2c1O (configuration not stated),0.8,9.5,6.4,1.2,9.7,101.7,-4.0,1.2,-1.1
C(=N\N=C\c1ccncc1)/c1ccncc1,-3.6,-5.3,-3.6,-10.8,-16.5,103.2,-0.9,2.9,1.2
COc1cccc(C(=O)Nc2ccc(Oc3cccc(C(F)(F)F)c3)nc2)c1,-4.2,34.3,-0.3,-5.0,-20.4,116.8,-0.4,5.2,-4.3
Cc1ccsc1/C=N/NC(=O)C1CC(=O)N(c2ccccc2)C1 (configuration not stated),-6.0,0.8,-0.2,0.8,6.6,115.0,-1.1,1.9,-4.2
COCCN1Cc2cccc(C(=O)Nc3ccc4c(c3)OCCO4)c2C1=O,-4.5,-1.6,-0.7,-11.9,7.0,91.2,-0.3,-0.8,0.3
O=c1[nH]n(-c2ccccn2)c(=O)c2ccccc12,6.0,-6.0,-2.6,-2.5,-9.3,95.3,0.5,0.8,-2.5
Cc1ccc(C(=O)Nc2ccc(N3CCN(C)CC3)cc2)cc1C,0.5,8.6,1.4,4.5,15.6,89.0,-1.2,-0.6,-9.6
O=C(Cn1cnc2ccccc2c1=O)NCc1cccs1,-3.8,32.8,-3.1,-1.0,-9.1,90.5,-3.9,2.2,-4.0
CC1=NN(c2cccc(F)c2)C(=O)/C1=C/c1ccc(N(C)C)cc1,-6.1,-27.5,-0.6,7.0,5.0,107.7,-2.5,1.2,-4.9
CN(C)C(=O)Cn1cc(S(=O)(=O)Cc2ccccc2)c2ccccc21,-5.1,9.9,-2.7,-4.3,-12.7,83.0,-2.5,-0.2,-3.9
CCN(CC)CCSc1nc(O)c(Cc2ccccc2)c(=O)n1-c1ccccc1,-7.8,-4.8,0.2,-1.1,5.4,92.2,-0.4,0.8,3.4
COC(=O)c1ccc(CSc2nnc(NC(=O)c3cc4c(s3)CCCC4)s2)cc1,0.6,-12.7,0.5,25.6,-5.0,115.7,-3.0,3.5,-2.6
CSCc1cc(N2CCOCC2)nc(-c2ccccc2)n1,9.6,3.2,1.0,11.3,11.3,119.7,2.5,2.5,4.8
Cc1ccc(NC(=O)CCC(=O)OC(C)C(=O)c2ccccc2)cc1 (configuration not stated),-12.2,-3.7,2.0,-3.4,0.8,101.2,-6.2,1.4,-36.5
NS(=O)(=O)c1ccc(CCNCc2cccs2)cc1,6.2,-1.6,-6.3,15.2,13.4,115.2,1.4,-0.8,-4.5
CS(=O)(=O)c1ccc(NS(=O)(=O)c2ccc3ccccc3c2)cc1,0.2,4.9,-0.3,-2.1,3.1,112.8,-1.6,0.6,-3.0
COc1cccc(CN(C)C(=O)c2sccc2-c2ccccc2)c1OC,3.4,4.6,1.1,7.1,11.1,87.7,-3.9,0.8,0.3
CC1(C)Cc2cccc(OCC(=O)OCC(=O)Nc3ccccc3)c2O1,-0.7,-34.8,-4.2,-2.0,1.7,88.8,-1.9,-1.1,-22.4
NS(=O)(=O)c1ccc(-c2c(-c3ccccc3)sc3ccccc23)cc1,/,-1.6,-1.9,/,-0.7,97.8,/,0.9,/
O=C(C1CCCN(Cc2cccc(F)c2)C1)N1CCCCC1 (configuration not stated),10.3,7.3,-0.4,5.4,3.0,91.7,-3.9,-2.1,-2.8
COc1cccc(C(=O)N(c2ccc(OC)cc2OC)C2C=CS(=O)(=O)C2)c1 (configuration not stated),13.1,183.6,-0.2,-1.7,-4.5,93.1,-9.0,-0.5,-3.1
C=CCNc1nnc(SCC(=O)Nc2ccccc2OC)c2ccccc12,-2.5,1.1,-0.8,6.1,-1.8,95.6,1.7,-1.3,0.3
CCOC(=O)C(NC(=O)c1ccc(OC)cc1)(N1CCOCC1)C(F)(F)F (configuration not stated),9.0,0.1,-5.2,-5.6,0.5,115.0,11.3,-3.2,-0.8
COc1ccc(CC(=O)Nc2nnc(C)s2)cc1,2.0,2.7,-1.4,1.1,2.7,88.3,-1.6,-0.4,4.2
O=C(Nc1cccc(S(=O)(=O)N2CCCCCC2)c1)c1ccc(=O)[nH]c1,/,-1.5,-2.6,/,10.2,88.5,/,0.1,/
